Gli-Sufu antag = Gli-Sufu pathway antagonists, primary screen, luciferase luminescence, Sufu-KO-LIGHT cells, uHTS | AID 588413, 2011 | 340,000 tested, 0.74% active | Sufu-KO-LIGHT fibroblasts, Gli luciferase reporter luminescence | inhibition, % at 5 µM;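 active = inhibition above about 55%, limit read from the data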;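 note: 0% = DMSO-treated cells and 100% = wells with medium but no cells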
CXCR6 block = CXCR6 receptor inhibitors, primary screen, cell-based, beta-arrestin, luminescence, CHO-K1 PathHunter, 1536-well; AID 602244, 2012; C-X-C chemokine receptor type 6 (Homo sapiens), O00574; 360,000 tested, 0.36% active; inhibition, % at 20 µM; in the data active = inhibition above about 34%, passing the limit was not always enough;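 note: antagonist mode with CXCL16 agonist at 10 nM final; 0% = 10 nM CXCL16 with DMSO and 100% = unstimulated wells without agonist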
Target sequence (O00574 whole entry, looked up): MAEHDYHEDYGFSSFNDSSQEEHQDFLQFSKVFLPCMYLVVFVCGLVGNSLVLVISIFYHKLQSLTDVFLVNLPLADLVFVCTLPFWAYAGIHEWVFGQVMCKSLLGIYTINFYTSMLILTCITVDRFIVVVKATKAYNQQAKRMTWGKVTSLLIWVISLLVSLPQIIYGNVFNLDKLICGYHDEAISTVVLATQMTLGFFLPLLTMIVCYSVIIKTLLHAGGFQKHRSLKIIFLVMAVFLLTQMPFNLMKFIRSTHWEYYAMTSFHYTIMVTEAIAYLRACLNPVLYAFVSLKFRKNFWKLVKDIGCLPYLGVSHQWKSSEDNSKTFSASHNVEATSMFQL
APJ ag = agonists of human apelin receptor APJ, primary screen, CHO-K1 cells, PathHunter beta-arrestin, luminescence; 0% DMSO wells, 100% apelin; activation, % at 20 µM; 330,000 tested, 0.11% active;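 active = activation more than six SD over the plate average, tested at 20 µM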;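 note: 0% = DMSO alone and 100% = apelin-13 at 10 nM; some results filed as inactive read as strong as hits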
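Test system – PathHunter CHO-K1 APJ (AGTRL-1) beta-arrestin reporter cells · Input – 1000 cells/well · Compound – single test compound dose, 20 µM final, 1% DMSO · Times – compound stimulation 90 min at 25 °C, detection 60 min · Technique – beta-gal luminescence · Read-out basis – APJ–arrestin association signal · Control set – negative DMSO alone, positive Apelin-13 at 10 nM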
ATG4B inh = ATG4B protease inhibitors, primary screen, biochemical, fluorescence, uHTS; ATG4B cleavage of LC3-PLA2, NBD-HPC fluorescence, 1 h; inhibition, % at 8.33 µM; 340,000 tested, 0.51% active; in the data active = inhibition above about 40%
Target sequence (Q9Y4P1 whole entry, looked up): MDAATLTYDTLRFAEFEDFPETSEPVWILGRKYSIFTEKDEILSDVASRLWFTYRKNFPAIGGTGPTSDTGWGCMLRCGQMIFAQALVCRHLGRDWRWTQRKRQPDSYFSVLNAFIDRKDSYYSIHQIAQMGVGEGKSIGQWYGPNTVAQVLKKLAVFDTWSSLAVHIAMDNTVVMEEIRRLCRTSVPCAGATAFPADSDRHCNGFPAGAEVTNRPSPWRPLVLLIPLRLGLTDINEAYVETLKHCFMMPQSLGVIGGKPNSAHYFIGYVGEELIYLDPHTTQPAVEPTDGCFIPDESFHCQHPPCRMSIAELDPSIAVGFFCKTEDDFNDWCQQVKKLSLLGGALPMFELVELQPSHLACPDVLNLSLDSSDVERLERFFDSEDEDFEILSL
UBC13 polyUb = UBC13 polyubiquitin chain formation inhibitors, primary screen, biochemical, TR-FRET, uHTS; inhibition, % at 20 µM; 330,000 tested, 0.47% active; in the data active = inhibition above about 45%, passing the limit was not always enough
Target sequence (P61088 whole entry, looked up): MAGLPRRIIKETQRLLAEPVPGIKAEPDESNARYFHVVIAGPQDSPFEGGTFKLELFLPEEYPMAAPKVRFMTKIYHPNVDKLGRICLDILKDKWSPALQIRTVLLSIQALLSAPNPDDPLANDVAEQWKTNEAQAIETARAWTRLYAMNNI
APJ antagonist = antagonists of human apelin receptor APJ, primary screen, CHO-K1 cells, beta-arrestin complementation, luminescence; AID 2521, 2010; 330,000 tested, 0.32% active; P35414; inhibition, % at 20 µM;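 active = inhibition above about 40% at 20 µM, limit read from the data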;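 note: cells challenged with 10 nM apelin-13 agonist together with compound; plate controls were apelin-13 plus DMSO wells for no effect and DMSO wells lacking apelin-13 for full effect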
EBI2 block = EBI2 receptor antagonists, beta-arrestin recruitment, primary screen, cell-based, luminescence, 7a,25-OHC stimulation, uHTS. 7a,25-OHC stimulated. 360,000 tested, 0.81% active. AID 651636, 2012. inhibition, % at 5 µM; in the data active = inhibition above about 38%;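 note: enzyme fragment complementation signal reports receptor beta-arrestin coupling in cells; 0% = agonist plus DMSO wells and 100% = wells without agonist; some results beyond the cut were filed as inactive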
CCR6 antag = CCR6 receptor antagonists, primary screen, cell-based, CHO-K1, luminescence, beta-arrestin, uHTS; C-C chemokine receptor type 6 (Homo sapiens), P51684; CHO-K1 CCR6 PathHunter beta-arrestin, CCL20-stimulated; inhibition, % at 20 µM; 340,000 tested, 0.49% active; AID 493098, 2011;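 active = compounds whose inhibition of the agonist-driven luminescence signal at 20 µM reaches about 50%, limit read from the data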;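 note: cells stimulated with CCL20 at 14 nM final; plate controls were DMSO with CCL20 for no effect and DMSO without agonist for full effect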
* hit, by the source's call; . = not tested or not shown. Outcome played no part in choosing rows; any-hit rate near 3%.

smiles,Gli-Sufu antag,CXCR6 block,APJ ag,ATG4B inh,UBC13 polyUb,APJ antagonist,EBI2 block,CCR6 antag
c1ccc(CCNC2=NCCS2)cc1,-43,-4,1,5,9,7,-4,20
Cc1cc(NC(=O)CSCC(=O)Nc2nc3ccc(F)cc3s2)no1,-9,-4,-5,-3,14,4,0,8
C=CCNC(=O)c1c(C(F)(F)F)nn(C)c1Cl,-2,10,-3,6,9,15,-1,0
CCOc1ccc(Br)cc1S(=O)(=O)Nc1cccc(S(=O)(=O)N(C)c2ccccc2)c1,5,-2,-4,-18,-5,23,4,0
COc1ccc2nc(C)cc(SCC(=O)NNC(=O)COc3ccccc3)c2c1,-17,-1,-1,-7,-11,1,48*,1
CCC1CCCCN1S(=O)(=O)Cc1ccccc1Cl (centres undefined),1,0,-3,1,6,13,-2,13
COc1ccc(OCCNC(=S)Nc2cccc3ccccc23)cc1,1,-7,7,26,0,-48,4,10
CCCCn1c(N)c(N(CC(C)C)C(=O)c2ccc(OCC3CCCO3)cc2)c(=O)[nH]c1=O (centres undefined),-7,6,18,-5,-8,-8,-12,-4
CC(C)Cc1ccc(C(C)C(=O)Nc2ncccn2)cc1 (centres undefined),5,12,2,7,-5,-26,-23,9
CCOC(=O)c1ccc(NC(=O)C(=O)NCc2ccco2)cc1,-3,-2,-2,-4,-6,-31,-3,4
CCOC(=O)CCC(NC(=O)CCCCCCCC(=O)NC(CCC(=O)OCC)C(=O)OCC)C(=O)OCC (centres undefined),-5,10,-1,-7,3,1,-15,0
Cc1ccc(C)c(N2N=C(C(=O)Nc3ccc(S(=O)(=O)N4CCCC4)cc3)CCC2=O)c1,0,3,-3,-1,9,-5,-3,9
CCNC(=O)Cn1c(=O)c(=O)n(Cc2ccccc2)c2ccc(Cl)cc21,3,-2,-3,-7,9,3,-5,-9
COc1ccc(/C=C/C(=O)NC(=S)Nc2ccc(S(N)(=O)=O)cc2)cc1OC,23,4,-1,4,-6,-5,-5,17
Cc1nn(-c2ccccc2)c(C)c1CNC(=O)c1ccc(S(=O)(=O)NCc2ccco2)cc1,2,4,0,-4,17,2,4,14
Cc1ccc(C(=O)C2CCN(CC(=O)Nc3nc(C)cs3)CC2)cc1,-10,-1,-7,0,0,1,2,14
COc1cc(C2c3c(oc4cc(C)c(C)cc4c3=O)C(=O)N2c2cc(C)ccn2)ccc1O (centres undefined),0,2,-2,-1,-14,-1,-11,1
CCOC(=O)c1cc(-c2cccc([N+](=O)[O-])c2)on1,-13,-2,0,9,-7,6,-4,-20
C[C@@H](c1ccccc1)N1Cc2ccccc2Oc2cc(Br)ccc2S1(=O)=O,1,9,.,8,.,.,23,38
CNC(=O)c1ccc(CNC(=O)OCc2ccccc2)cc1,-2,-2,-2,3,0,-10,9,4
CC1(C)C(=O)NCCN1C(=O)CC1C(=O)NCCN1Cc1cccc(C(F)(F)F)c1 (centres undefined),5,-8,-3,21,4,-6,-12,2
COc1ccc(-c2cc(=O)oc3cc(OCc4nn[nH]n4)ccc23)cc1,3,1,-4,-6,8,10,1,25
O=C(CSc1nnc(-c2ccncc2)s1)Nc1ccccc1,12,-2,-1,-3,5,-11,4,3
Cc1cc(C)cc(NC(=O)CCc2c(C)nn(-c3ccc(N4CCOCC4)nn3)c2C)c1,-18,-4,-4,-7,0,7,1,5
COc1ccc(N2CC(C(=O)N[C@@H](C)C(=O)NCc3ccccc3OC)CC2=O)cc1 (some centres undefined),1,-3,-1,-10,-12,22,-13,4

Part of the list above, as labelled records.
Compound: COc1ccc(N2CC(C(=O)N[C@@H](C)C(=O)NCc3ccccc3OC)CC2=O)cc1 (some centres undefined)
  Gli-Sufu antag: 1
  CXCR6 block: -3
  APJ ag: -1
  ATG4B inh: -10
  UBC13 polyUb: -12
  APJ antagonist: 22
  EBI2 block: -13
  CCR6 antag: 4
Compound: COc1ccc2nc(C)cc(SCC(=O)NNC(=O)COc3ccccc3)c2c1
  Gli-Sufu antag: -17
  CXCR6 block: -1
  APJ ag: -1
  ATG4B inh: -7
  UBC13 polyUb: -11
  APJ antagonist: 1
  EBI2 block: 48*
  CCR6 antag: 1
Compound: COc1ccc(/C=C/C(=O)NC(=S)Nc2ccc(S(N)(=O)=O)cc2)cc1OC
  Gli-Sufu antag: 23
  CXCR6 block: 4
  APJ ag: -1
  ATG4B inh: 4
  UBC13 polyUb: -6
  APJ antagonist: -5
  EBI2 block: -5
  CCR6 antag: 17
Compound: Cc1cc(C)cc(NC(=O)CCc2c(C)nn(-c3ccc(N4CCOCC4)nn3)c2C)c1
  Gli-Sufu antag: -18
  CXCR6 block: -4
  APJ ag: -4
  ATG4B inh: -7
  UBC13 polyUb: 0
  APJ antagonist: 7
  EBI2 block: 1
  CCR6 antag: 5

EBI2 block: hit marks shown above.
| Structure | CXCR6 block | APJ ag | ATG4B inh | UBC13 polyUb | APJ antagonist | EBI2 block | CCR6 antag |
| --- | --- | --- | --- | --- | --- | --- | --- |
| COc1ccc2nc(C)cc(SCC(=O)NNC(=O)COc3ccccc3)c2c1 | -1 | -1 | -7 | -11 | 1 | 48* | 1 |

New compounds follow.
smiles,Gli-Sufu antag,CXCR6 block,APJ ag,ATG4B inh,UBC13 polyUb,APJ antagonist,EBI2 block,CCR6 antag
Cc1cc2oc(=O)c(CC(=O)NCCCN(C)C)c(C)c2c2occ(C(C)(C)C)c12,30,.,1,11,43,-26,.,-6
Cc1ccc(NC(=O)C2CCCN2C(=O)OCc2ccccc2)c(O)c1 (centres undefined),3,-3,-3,-5,3,-9,9,0
c1ccc(Oc2cc(-n3cncn3)ncn2)cc1,-27,-1,-3,-7,-1,-1,-16,17
C=CCOc1ccc(CN(C)C(=O)CNC(=O)c2ccc(-c3ccccc3)cc2)cc1,-10,-1,1,-1,2,4,16,10
Nc1ncc(Br)cc1Br,-3,-6,-1,5,6,7,-4,15
CC(c1ccccc1)C1CC(=O)N(c2cc(Cl)ccn2)C1=O (centres undefined),7,10,-6,4,-2,8,5,14
Cc1n[nH]c(C)c1S(=O)(=O)Nc1ccc2c(c1)OCCO2,20,-10,4,1,-3,0,-19,-2
Cc1ccc(NC(=O)COC(=O)CNC(=O)c2cccc([N+](=O)[O-])c2)cc1S(=O)(=O)N1CCCCCC1,-5,-6,0,-16,1,-6,-9,11
CC(=O)c1ccc(NC(=O)CCc2c(C)nn(-c3ccc(N4CCOCC4)nn3)c2C)cc1,-29,-1,-2,10,0,8,0,-3
Cn1c(CN2CCN(CC#N)CC2)c(C#N)c2ccccc21,50,2,0,-5,2,15,5,13
CCN(CC(=O)NC1CCS(=O)(=O)C1)S(=O)(=O)c1ccc2ccccc2c1 (centres undefined),-1,4,1,-1,9,1,-18,-12
Cc1ccc(-c2cc(-c3n[nH]c(=S)o3)c3ccccc3n2)cc1,-9,-5,.,18,.,.,-3,-16
COC(=O)Nc1ccc(S(=O)(=O)N2c3ccccc3CCC2C)cc1 (centres undefined),10,-4,-3,-12,2,5,24,-18
CCN(CC)C1CCN(C(=O)c2cc(COc3ccc(-n4cncn4)cc3)on2)C1 (centres undefined),3,2,5,-2,-1,-2,-9,14
CC(=O)N1CCCc2ccc(NS(=O)(=O)c3ccc(C)c(C)c3)cc21,49,0,-4,4,-2,10,-3,2
Cc1cc(NCCN2CCOCC2)n2c(nc3ccccc32)c1C#N,2,2,12,0,-5,8,4,2
O=C(CCc1nc2ccccc2c(=O)[nH]1)Nc1cc(Cl)ccc1N1CCCC1,-21,4,2,-7,-2,-1,9,16
CCOC(=O)CNC(=O)C(CO)NC(=O)OCc1ccccc1 (centres undefined),-3,-2,-1,-9,-9,-2,3,-4
CC(=O)[C@H]1CC[C@H]2[C@@H]3CC=C4C[C@@H](O)CC[C@]4(C)[C@H]3CC[C@]12C,1,-3,-4,-5,5,-40,16,-10
CCOC(=O)C1CCN(C(=O)COc2ccc(N(C)S(=O)(=O)c3ccc(OCC)cc3)cc2)CC1,-8,4,-4,-1,0,7,7,13
O=C(CCCc1ccccc1)N=C1SC2CS(=O)(=O)CC2N1c1ccccc1 (centres undefined),-1,7,2,-4,-3,-38,-9,10
Cc1cccc(C(=O)OCC(=O)N(CC(C)C)c2c(N)n(Cc3ccccc3)c(=O)[nH]c2=O)c1O,3,0,-7,-8,1,15,-9,10
O=C(Cn1c(=O)oc2cc(S(=O)(=O)N3CCCC3)ccc21)NCc1ccccn1,3,0,-4,0,1,9,-7,1
CCc1ccc2oc(-c3cc(N)cc(C)c3O)nc2c1,-4,9,-4,6,-19,-13,5,1

Whole records, looked up by structure. Values in the order: Gli-Sufu antag | CXCR6 block | APJ ag | ATG4B inh | UBC13 polyUb | APJ antagonist | EBI2 block | CCR6 antag
Cc1ccc(NC(=O)C2CCCN2C(=O)OCc2ccccc2)c(O)c1 (centres undefined) as listed: 3 | -3 | -3 | -5 | 3 | -9 | 9 | 0
CC(=O)c1ccc(NC(=O)CCc2c(C)nn(-c3ccc(N4CCOCC4)nn3)c2C)cc1 as listed: -29 | -1 | -2 | 10 | 0 | 8 | 0 | -3
CC(=O)N1CCCc2ccc(NS(=O)(=O)c3ccc(C)c(C)c3)cc21 as listed: 49 | 0 | -4 | 4 | -2 | 10 | -3 | 2

Compound activity: PubChem BioAssay, Sanford-Burnham Center for Chemical Genomics
